D2 antagonist: antagonists of human D2 dopamine receptor; AID 485344; 340,000 tested, 2% active; HEK293 TREx D2 cells, calcium flux, dopamine EC80; inhibition, % at 10 µM; P14416; in the data active means inhibition above about 30%; further: 0% is about no effect
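Calcium mobilization kinetics were recorded at 1 s intervals in tetracycline-induced HEK293 T-REx D2 cells, first for 180 s after compound addition and then 180 s after EC80 dopamine.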
D1 PAM: human D1 dopamine receptor positive modulation; 360,000 tested, 0.036% active; HEK293 TREx D1 cells, calcium flux, dopamine EC20 potentiation; potentiation, % at 10 µM; AID 504651; in the data active means potentiation above about 30%; further: 0% is about no effect
Target sequence (P21728 whole entry, looked up): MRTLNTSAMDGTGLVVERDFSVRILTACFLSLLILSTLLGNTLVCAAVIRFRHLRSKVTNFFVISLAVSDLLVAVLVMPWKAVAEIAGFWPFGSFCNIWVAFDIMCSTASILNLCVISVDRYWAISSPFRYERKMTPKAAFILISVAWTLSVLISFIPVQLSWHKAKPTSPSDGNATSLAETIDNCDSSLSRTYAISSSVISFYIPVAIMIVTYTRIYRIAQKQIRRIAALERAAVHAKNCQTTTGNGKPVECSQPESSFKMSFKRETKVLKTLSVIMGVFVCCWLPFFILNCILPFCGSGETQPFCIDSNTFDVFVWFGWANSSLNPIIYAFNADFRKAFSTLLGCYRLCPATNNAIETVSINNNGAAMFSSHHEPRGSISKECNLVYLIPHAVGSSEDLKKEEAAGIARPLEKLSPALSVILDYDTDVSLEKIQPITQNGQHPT
D2 ag: agonists of human D2 dopamine receptor | HEK293 T-REx D2 cells, calcium flux agonist mode | activation, % at 2 µM | 340,000 tested, 0.53% active | AID 485358;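 active means activation over 3 SD above normal in the single-dose calcium agonist read, cut at about 30% in these data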; further: 0% is about no effect
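Tetracycline-induced HEK293 T-REx cells with force-coupled D2 receptor, plated overnight at 30 C, loaded with no-wash calcium dye. After a 10 s baseline, compound was pin-added and calcium flux read kinetically for 180 s; calcium rises flagged agonists.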
D1 antagonist: blocks dopamine activation of the human D1 receptor; 360,000 tested, 3.2% active; P21728; activity change, negative = inhibition, % at 10 µM; HEK293 TREx D1 cells, calcium flux, dopamine EC80; stronger effect = lower value; in the data active means activity change below about -30%; further: on the % scale 0 is the no-effect control and ±100 the full control effect
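Cells carrying a force-coupled, tetracycline-inducible human D1 receptor report calcium flux. Each well gets a 10 s baseline, compound with 180 s monitoring, then an EC80 dopamine stimulus with a second 180 s kinetic read.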
D1 agonist: activates the human D1 dopamine receptor | P21728 | HEK293 T-REx D1 cells, calcium flux, agonist mode | activation, % at 2 µM | 360,000 tested, 1% active | AID 504660; further: 0% is about no effect
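Inducible HEK293 T-REx D1 cells, force-coupled to calcium signalling, were plated at 4000 cells/well with tetracycline and held overnight at 30 C. After no-wash calcium dye loading, compound-evoked calcium rise over 180 s flagged agonists.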
TRHR PAM: TRH receptor (human) allosteric enhancement; enhancement, % at 2 µM; TRHR cells, fluo-8 calcium fluorescence, EC20 TRH enhancement; 360,000 tested, 0.66% active; in the data active means enhancement above about 30%; further: 0% is about no effect
Target sequence (P34981 whole entry, looked up): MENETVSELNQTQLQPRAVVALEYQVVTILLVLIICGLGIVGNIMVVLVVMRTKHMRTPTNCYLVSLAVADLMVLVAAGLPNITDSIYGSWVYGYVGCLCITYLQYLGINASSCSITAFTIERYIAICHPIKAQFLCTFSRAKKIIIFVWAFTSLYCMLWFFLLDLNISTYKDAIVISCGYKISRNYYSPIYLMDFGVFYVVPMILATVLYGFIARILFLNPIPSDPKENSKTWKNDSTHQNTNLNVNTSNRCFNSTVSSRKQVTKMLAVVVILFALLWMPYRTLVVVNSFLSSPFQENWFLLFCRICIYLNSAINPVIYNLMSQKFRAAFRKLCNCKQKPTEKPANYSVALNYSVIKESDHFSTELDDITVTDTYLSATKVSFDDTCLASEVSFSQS
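TRHR-expressing cells loaded with fluo-8 calcium dye were read kinetically (ex 480/em 530) during compound addition, then stimulated with an EC20 of TRH (10 nM final). Enhancement of the Gq-mediated intracellular calcium response was scored.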
TRHR agonist: activates the human TRH receptor; TRHR cells, calcium flux fluo-8, FDSS agonist mode; activation, % at 2 µM; 360,000 tested, 0.18% active; further: 0% is about no effect
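Agonist-mode FDSS calcium read (Ex 480/Em 530, 1 s cycles) in 1536-well TRHR cells with fluo-8 dye, after 10-cycle baseline and 23 nL compound addition; TRH at EC20 (10 nM final) added afterwards for the enhancer phase.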
RXFP1 antag: blocks the human relaxin receptor RXFP1. Q9HBX9. HEK293-RXFP1, relaxin-stimulated cAMP HTRF, 30 min; stronger effect = lower value. activity change, negative = inhibition, % at 57.5 µM. 350,000 tested, 0.59% active. AID 1259400;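 active means activity change of -60% or lower, but not beyond a set lower limit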; further: on the % scale 0 is the no-effect control and ±100 the full control effect
D2 PAM: positive allosteric modulators of human D2 dopamine receptor. potentiation, % at 10 µM. HEK293 T-REx D2, calcium flux, EC20 dopamine potentiation. 340,000 tested, 0.34% active. AID 485347. P14416;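 active means potentiation over 3 SD above the plate norm, cut at about 30% in these data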; further: 0% is about no effect
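Potentiation of an EC20 dopamine calcium response is measured in a force-coupled, tetracycline-inducible Hek293 Trex D2 line. Compound-only kinetic reads over 180 s flag agonists before dopamine addition.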
* marks the source's active call; other numbers are inactive results; · = no result given. Unless noted, no stated cut-off is given here; in the data, active means activation above about 30%; inactive means the rest. Hits appear at their usual frequency. About 7.1% of those tested had a hit in this group.

Under each structure: D2 ag	D1 antagonist	TRHR agonist	TRHR PAM	D2 PAM	D2 antagonist	D1 agonist	RXFP1 antag	D1 PAM
> Cc1ccc(C(=O)NC2=NC(c3ccc(C)cc3)CC(=O)N2)cc1 (stereo not drawn)
→ -0.7	-7	-0.8	3	7	·	1	13	2
> CCOC(=O)c1ccc(NC2c3ccccc3C(=O)N2c2cccnc2)cc1 (stereo not drawn)
→ ·	-2	0.0	0	·	·	1	-8	1
> COc1ccc(N2CCN(S(=O)(=O)c3c(C)[nH]c(C)c3C(=O)N3CCCC3)CC2)cc1
→ ·	8	0.3	5	-10	·	3	13	0
> O=C(CN1CCc2ccccc21)NCc1ccccc1Cl
→ 1.1	0	-0.4	5	9	-1	0	10	0
> CCCCC(=O)Nc1cccc(NC(=O)c2cccnc2Cl)c1
→ -0.4	7	0.1	-8	-8	-6	1	2	2
> O=[N+]([O-])c1ccccc1S(=O)(=O)Nc1cccc(-c2ccc3nncn3n2)c1
→ 1.1	-6	0.6	46*	-1	-3	6	14	-6
> CC(NC(=O)C(NS(=O)(=O)c1cccs1)C(C)C)c1ccc(S(N)(=O)=O)cc1 (stereo not drawn)
→ 0.1	-12	0.4	-1	10	4	0	5	-7
> CCCCCn1c(=O)[nH]c2cc(C(=O)NCc3ccc(F)cc3)ccc2c1=O
→ 0.5	7	0.4	2	5	·	5	·	1
> COc1ccc(/C=C/C(=O)NCC(=O)N/N=C/c2ccc(OC)cc2)cc1
→ -0.5	12	-0.3	-3	-5	-1	-4	-2	-3
> Cc1ccc(C(=O)Nc2ccccc2C(=O)O)cc1S(=O)(=O)N1CCCCCC1
→ 1.4	21	-0.8	0	3	·	-3	-102*	-4
> Cn1c(CN2CCOCC2)nnc1SCC(N)=O
→ 0.7	-3	0.4	6	1	-8	2	5	2
> CCOc1ncccc1C(=O)OCC(=O)Nc1c(C)cccc1C
→ 0.3	-12	-0.5	4	1	-15	-1	-1	-1
> C[C@H](NC(=O)C1CCN(S(=O)(=O)c2ccccc2)CC1)C(=O)NCc1ccccc1
→ -0.5	18	-0.2	-4	9	2	1	15	-1
> c1cnc(N2CCN(Cc3c[nH]c4ccccc34)CC2)nc1
→ 86*	-8	0.2	7	-28	83*	3	-17	2
> Cc1nc(C(=O)NCC(=O)c2ccc(Cl)cc2)c(C(F)(F)F)o1
→ -0.6	10	-1.2	-7	6	14	2	-33	0

Record cards, as listed above.
CCCCCn1c(=O)[nH]c2cc(C(=O)NCc3ccc(F)cc3)ccc2c1=O is listed with D2 ag = 0.5; D1 antagonist = 7; TRHR agonist = 0.4; TRHR PAM = 2; D2 PAM = 5; D2 antagonist = ·; D1 agonist = 5; RXFP1 antag = ·; D1 PAM = 1
CCCCC(=O)Nc1cccc(NC(=O)c2cccnc2Cl)c1 is listed with D2 ag = -0.4; D1 antagonist = 7; TRHR agonist = 0.1; TRHR PAM = -8; D2 PAM = -8; D2 antagonist = -6; D1 agonist = 1; RXFP1 antag = 2; D1 PAM = 2

The main list resumes; the 3 compounds before the break are reprinted first.
Under each structure: D2 ag	D1 antagonist	TRHR agonist	TRHR PAM	D2 PAM	D2 antagonist	D1 agonist	RXFP1 antag	D1 PAM
> C[C@H](NC(=O)C1CCN(S(=O)(=O)c2ccccc2)CC1)C(=O)NCc1ccccc1
→ -0.5	18	-0.2	-4	9	2	1	15	-1
> c1cnc(N2CCN(Cc3c[nH]c4ccccc34)CC2)nc1
→ 86*	-8	0.2	7	-28	83*	3	-17	2
> Cc1nc(C(=O)NCC(=O)c2ccc(Cl)cc2)c(C(F)(F)F)o1
→ -0.6	10	-1.2	-7	6	14	2	-33	0
> CC(C)(C)c1ccc(/C=C/C(=O)Nc2cccnc2)cc1
→ -1.6	4	-0.1	22	0	15	1	-32	-4
> CCS(=O)(=O)N1N=C(c2ccc(C)cc2)CC1c1cc2ccc(OC)cc2nc1Cl (stereo not drawn)
→ 0.9	3	1.2	10	14	·	1	-8	-5
> Cn1cnc(S(=O)(=O)N2CCN(c3ccc(Cl)cc3)CC2)c1
→ ·	-30	-0.7	-3	·	·	16	-2	-4
> Cc1cc(C)c(S(=O)(=O)Nc2nnc(CC(C)C)s2)c(C)c1
→ 0.2	7	0.7	-5	-3	1	0	-8	-4
> CC(=O)N1[C@H](Cc2ccccc2)C=C[C@]1(C)C(=O)NCc1ccccn1
→ 0.2	-13	0.1	-2	1	20	-2	·	-4
> Cc1sc2c(c1C)c(=O)n(-c1cccc(C(F)(F)F)c1)c(=O)n2Cc1ccc(F)cc1
→ 0.2	-5	0.2	-8	-6	·	0	6	0
> CCOc1ncccc1C(=O)OCC(=O)NCCc1ccc(S(N)(=O)=O)cc1
→ 0.0	2	0.3	-1	-2	7	2	-6	-5
> CC(Sc1nnc(-c2cccnc2)n1C)C(=O)N1CCOCC1 (stereo not drawn)
→ 0.6	4	1.1	-14	-5	7	6	-4	5
> O=C(Nc1ccc(O)c(-c2nc3ccccc3s2)c1)C1=COCCO1
→ 0.6	3	0.1	-1	5	-11	2	-6	-4
> CN(C)/C=C1/Nc2ccccc2C1=O
→ 2.9	17	0.1	4	-11	27	1	6	0
> COc1ccc(C2CC(=O)C(C=NCCO)=C(O)C2)cc1OC (stereo not drawn)
→ 0.9	6	0.2	-1	9	-24	0	2	-3
> C/C(=N\NC(=O)C(N)=O)c1cccc(C(F)(F)F)c1
→ -0.3	-1	0.9	-1	10	-10	2	8	0
> CC1(C)CC(=O)c2cn3nc(C(F)(F)F)nc3nc2C1
→ -1.5	10	-0.5	0	14	9	-2	-6	10
> CC(C)CN(C(=O)Cn1c(Cl)nc2c1c(=O)n(C)c(=O)n2C)C1CCS(=O)(=O)C1 (stereo not drawn)
→ 0.1	-21	0.1	5	-2	4	3	-3	-5
> COc1ccc(CNC(=O)C(=O)Nc2ccc(OC)cc2OC)cc1
→ -2.6	4	-0.1	-2	2	·	-1	4	0
> NC(=O)CC(NC(=O)c1cccc(Br)c1)c1ccc(NCCN2CCOCC2)c([N+](=O)[O-])c1 (stereo not drawn)
→ 0.8	22	-0.2	-5	1	-9	8	·	-3
> Cc1ccc(NC(=O)C2CC(=O)N/C(=N/N=C/c3ccco3)S2)cc1 (stereo not drawn)
→ -0.5	15	0.5	-1	-6	10	0	·	-7
> Cc1ccc(OCC(=O)N2CCN(C(=O)c3cccnc3)CC2)cc1
→ 1.0	-5	15	-4	8	5	2	8	-2
> Cc1ccc(S(=O)(=O)NCC(c2cccnc2)N2CCc3ccccc32)cc1 (stereo not drawn)
→ -1.0	10	-0.2	-1	16	-10	1	3	5
> CCCS(=O)(=O)c1c(S(=O)(=O)CCC)c2cc(C(C)(C)C)ccn2c1C(=O)c1ccccc1
→ ·	-8	-0.7	-7	10	·	10	-25	-2
> COC(=O)C1C(=O)c2c([nH]c(C(=O)OCCOC(C)C)c2C)CC1C (stereo not drawn)
→ -0.4	-9	-0.3	0	6	0	1	-2	0
> COc1cccc(C2SCC(=O)N2c2cccc(C)c2)c1OC (stereo not drawn)
→ -0.8	-5	-0.3	5	1	8	1	-9	-8
> CCC(C)Sc1nc2ccccc2c(=O)[nH]1 (stereo not drawn)
→ 0.0	-9	0.1	2	0	-9	0	-10	-5
> COc1ccc([C@H]2CC(=O)C=C(c3ccccc3Oc3ccccc3)C2)cc1
→ 0.4	10	0.5	-7	-12	7	9	·	-7
> CC(C)CCn1c(N2CCN(Cc3ccccc3)CC2)nc2c1c(=O)[nH]c(=O)n2C
→ -0.2	-2	-1.6	8	4	20	-2	·	-4
> CCOC(=O)c1cc(NC(=O)N(C)C2CCCCC2)c(C)nc1C
→ 1.7	-1	1.2	-5	3	5	5	-5	·
> COc1ccc(NC(=S)N2CCc3cc(OC)c(OC)cc3C2)cc1
→ -0.6	-9	-0.2	-1	0	0	6	1	-2
> O=C(O)CC[C@@H](C(=O)O)N1C(=O)c2ccccc2C1=O
→ -1.9	7	-0.1	21	-4	-4	1	·	-8
> O=C(Nc1ccccc1)N1CCC(C(=O)N(Cc2ccco2)Cc2cccs2)CC1
→ 0.2	1	-0.4	2	15	5	1	-4	5
> Cc1ccc(NC(=O)COC(=O)COc2ccc3ccc(=O)oc3c2)cc1[N+](=O)[O-]
→ 0.1	7	0.9	0	1	13	1	-7	-11
> CC(=O)N1c2ccc(S(=O)(=O)N3CCC(C(=O)NC(C)c4ccccc4)CC3)cc2CC1C (stereo not drawn)
→ 0.7	-4	-0.6	7	0	-8	-1	·	-7
> CCc1nn(CC(=O)NCCCc2ccccc2)c(=O)c2cc3ccccc3n12
→ -0.1	10	-0.3	-3	-4	·	-2	-6	-3
> COc1ccc2sc(N(Cc3cccnc3)C(=O)CCc3ccccc3)nc2c1
→ -0.1	·	-0.7	12	14	·	34*	-26	-2
> COc1cccc(NC(=O)CNC(=O)Cn2cnc3sc4c(c3c2=O)CCCC4)c1
→ ·	-3	-0.9	-1	·	·	0	-29	4
> O=C(O)c1cnc2ccccc2n1
→ 2.9	-9	0.7	-1	-2	26	0	-19	-4
> O=C(N/C(=C/c1ccc(F)cc1)C(=O)N1CCCC1)c1ccccc1
→ 1.8	-16	-1.0	2	4	1	8	1	·
> C=CCn1c(O)c(N=NC(=S)Nc2ccccc2C)c2cc(S(=O)(=O)N3CCOCC3)ccc21
→ 0.0	5	0.1	1	17	-12	3	-19	-3
> CCCC(C)NC(=O)CN(c1ccc2c(c1)OCCO2)S(=O)(=O)c1ccccc1 (stereo not drawn)
→ -0.3	9	0.2	1	9	-4	3	-3	0
> COc1ccc(Cc2nnc(N/N=C/c3ccccc3O)[nH]c2=O)cc1OC
→ -0.9	15	0.4	1	-12	10	1	-4	-2
> O=C(NCC1CCCO1)C1CCN(C2CCN(CCCC3CCCC3)CC2)CC1 (stereo not drawn)
→ 0.1	-7	-0.4	-1	-2	-5	2	-2	-1
> O=C(NCC(=O)N1CCCC(C(F)(F)F)C1)c1ccc(Oc2ccccc2)cc1 (stereo not drawn)
→ 1.7	11	0.3	-10	-12	-6	0	-6	5
> OCc1nc2ccccc2n1CCCOc1ccc(Br)cc1
→ -1.1	-3	1.1	5	-1	0	4	3	-6
> Fc1ccc(-n2c(Cn3nnc4ccccc43)n[nH]c2=S)cc1
→ ·	1	-0.1	-1	·	·	2	-9	0
> O=C(c1cc2cc(Cl)ccc2[nH]1)N1CCN(Cc2ccc3c(c2)OCO3)CC1
→ 0.5	-6	2.0	-5	8	6	5	1	-9
> COc1cc(OC)c(S(=O)(=O)NCc2ccco2)cc1S(=O)(=O)NCc1ccco1
→ 2.1	-23	1.3	-2	·	-7	4	-3	-8
> CCCCN(C/C=C/c1ccccc1OC)Cc1ccccc1
→ 2.4	-4	-0.5	-3	-7	22	10	-28	2
> COc1ccc(C(=O)CN2CCN(c3ncccn3)CC2)cc1
→ 80*	11	-0.2	-4	-33	39*	5	-1	4
> COc1ccc(Nc2nc(C)cc(C)c2C#N)cc1OC
→ 19	3	-1.2	13	7	2	0	·	-2
> CCCCN(C(=O)CCCc1nc2ccccc2s1)c1c(N)n(CC(C)C)c(=O)[nH]c1=O
→ -0.2	30	1.1	-2	5	4	5	-3	-6
> CC(C)(C)NC(=O)Cn1nnc(-c2ccccc2Cl)n1
→ 0.1	2	-0.7	0	7	2	6	-1	-1
